Source: PubChem BioAssay
Siah-1 displacement: blockers of Siah-1 interaction with plectin peptide – biochemical, fluorescence polarization, rhodamine-plectin, uHTS, primary screen (AID 1817) | Siah-1 / rhodamine-plectin peptide fluorescence polarization; higher % means a stronger effect | one-dose displacement, % at 20 µM; IC50 in µM for titrated hits | 290,000 tested, 0.02% active;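 active = displacement of at least 50% at 20 µM, with a fluorescence ratio check between 0.3 and a set limit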;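 also: plate controls were Siah plus tracer with DMSO for no effect and tracer alone without Siah for full effect; strong numbers were not always called active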
K1F lysis inhibition: inhibition of K1F phage lysis, E. coli UTI89, bacterial capsule biogenesis inhibitors, alamar blue (AID 488966); E. coli UTI89 K1F phage lysis, alamar blue, 2 h; higher % means a stronger effect; inhibition, % at 100 µM, or IC50 in µM where a hit was titrated; 340,000 tested, 0.02% active;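 active = phage lysis inhibition, versus mean bacterial control, above a set limit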;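 also: capsule biogenesis inhibitors block K1F phage lysis so surviving cells raise fluorescence; higher fluorescence means more inhibition of phage lysis; actives were called in the ten point dose series up to 300 µM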
Lipid droplet: hepatic lipid droplet formation modulation; 240,000 tested, 0.4% active; inhibition, % at 6.5 µM; AML12 mouse hepatocytes, oleate lipid droplets, BODIPY imaging; AID 1656;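 active = lipid droplet intensity inhibited by at least 50%, with more than 500 cells counted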
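Technique: fluorescence imaging, 20x objective, two fields per well / Assay system: AML12 hepatocytes (mouse) / Measure: % inhibition of lipid droplet signal / Doses: 6.5 µM single-point dosing / Incubation: overnight exposure / Reagent: 100 µM oleic acid challenge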
Lipid droplet cells 6.5 µM: further read-out of Lipid droplet, marked with its call; cell count; measured here: cell count, cytotoxicity flag;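 cells counted across two imaged fields per well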
Starred values were filed as active, the others as inactive; i = inactive; [ ] = dose if it differs, or a comment.

Results follow in this order: Lipid droplet	K1F lysis inhibition	Lipid droplet cells 6.5 µM	Siah-1 displacement
- Nc1nc2ccccc2n1CCOc1ccc(Cl)cc1
→ -15	3.2%	766	3%
- CCC(C)NC(=O)c1ccc(CN2CCc3ccccc3C2)cc1 (stereo not given)
→ -2	-2.5%	849	-3%
- C/C(CC(=O)NCc1ccco1)=N\NC(=O)c1ccc([N+](=O)[O-])cc1Cl
→ -9	-1.3%	785	-2%
- COc1ccc(Br)cc1CN(C)CC(O)COc1ccc(Br)cc1 (stereo not given)
→ -2	0.7%	801	6%
- Cc1cc(OCCCCOc2ccc(S(N)(=O)=O)c(C)c2)ccc1S(N)(=O)=O
→ 1	0.2%	773	-4%
- N#C/C(=C\c1cccnc1)C(=O)Nc1ccc(Cl)cc1
→ -5	1.2%[50 µM]	847	0%
- Cc1ccc(S(=O)(=O)NNC(=O)c2ccc(F)cc2)cc1
→ 14	0.4%	823	-6%
- COC(=O)c1ccc(C(c2c(C)n(C)n(-c3ccccc3)c2=O)c2c(C)n(C)n(-c3ccccc3)c2=O)cc1
→ -9	-0.4%	772	2%
- Cc1nn(CC(=O)NCCc2ccccc2)c(=O)c2cc3occc3n12
→ -3	0.2%	673	6%
- CC1CCCN(CCCNC(=O)CN2C(=O)COc3ccc(S(=O)(=O)N4CCOCC4)cc32)C1 (stereo not given)
→ -12	0.4%	780	2%
- CCc1ccc(N2CC(C(=O)Nc3ccc4c(c3)OCCO4)CC2=O)cc1 (stereo not given)
→ -2	0.0%	824	-2%
- O=C(O)c1ccccc1CSc1nc2ccccc2s1
→ 9	-0.1%	863	-7%
- COc1ccc(OC)c(CCNC(=O)c2ccc3c(=O)[nH]c4c(C(=O)NC(C)C)sc(=S)n4c3c2)c1
→ -27	5.8%	654	0%
- CC(=O)c1cccc(NC(=O)CNC(=O)Cc2ccccc2)c1
→ -6	0.5%	811	0%
- Cc1ccc(C(=O)N/C(=C/c2ccco2)C(=O)N2CCOCC2)cc1
→ 11	0.1%	845	2%
- COc1ccccc1C(=O)NC(CCSC)C(=O)NNC(=O)c1csc(N2CCOCC2)n1 (stereo not given)
→ 27	1.4%[50 µM]	745	-2%
- COc1ccccc1-n1cc(-c2ccc(C)cc2)[nH]c1=S
→ 12	0.7%	836	5%
- Cc1ccc2cc(CCNS(=O)(=O)c3ccc(Br)cc3)c(=O)[nH]c2c1C
→ -4	0.4%	792	-2%
- O=C(c1ccc(Cl)cc1)N1CCC(C(=O)N2CCCc3ccccc32)CC1
→ 4	0.0%	653	0%
- COc1ccc(/C=N/NC(=O)C(=O)N2CCCCCC2)cc1[N+](=O)[O-]
→ -12	-0.5%	692	-4%
- COC(=O)c1ccc(OCC(=O)NC2CCCCCC2)cc1
→ 23	2.5%[50 µM]	768	5%
- COc1ccc(S(=O)(=O)Nc2c(C)n(C)n(-c3ccccc3)c2=O)cc1C(=O)O
→ 1	1.2%	837	-1%
- C/C(=N/NC(=O)NC12CC3CC(CC(C3)C1)C2)c1ccccc1
→ 11	0.1%	896	2%
- O=C(CN1C(=O)CCSc2ccc(S(=O)(=O)N3CCCC3)cc21)Nc1ccccc1Cl
→ 6	-0.1%	724	3%
- Cc1ccc(CNCCCSc2ncccn2)cc1
→ 3	0.5%	823	1%
- CCOc1ccc(C(=O)NC(C(=O)NCc2cccnc2)C(C)C)cc1 (stereo not given)
→ -1	0.1%	812	-2%
- Cc1nc(NCC(c2ccccc2)N(C)C)c2c(C)c(C)sc2n1 (stereo not given)
→ -12	0.1%	744	-3%
- O=C(COc1ccccc1Cl)Nc1ccc(NC(=O)c2ccco2)cc1
→ 10	-0.1%	778	10%
- COc1ccc(-n2c(-c3ccc(Br)cc3)n[nH]c2=S)cc1
→ -3	-0.7%	860	1%
- CC1(C)Cc2c(c(N3CCOCC3)nc3sc(C(=O)Nc4ccc(Cl)cc4)c(N)c23)CO1
→ 6	-0.2%	817	4%
- COC(=O)Cn1cnc2c(nnn2-c2ccc(F)cc2)c1=O
→ -1	0.7%	833	32%
- CC1CC(C)CN(C(=O)CN(C)S(=O)(=O)c2ccc3c(c2)c(=O)n(C)c(=O)n3C)C1 (stereo not given)
→ -4	0.2%	703	1%
- O=C(CCC(=O)n1ncc2ccccc21)NCc1ccc(F)cc1
→ 44	-0.8%	734	2%
- CCOc1ccc(N2CC(C(=O)Nc3nnc(Cc4ccc(OC)c(OC)c4)s3)CC2=O)cc1 (stereo not given)
→ 7	-0.5%	791	6%
- CCCCCCC(O)(CCN1CCCCC1)c1ccccc1 (stereo not given)
→ 2	0.2%	426	-2%
- COc1ccc(NS(=O)(=O)c2cc(N)ccc2N2CCOCC2)cc1
→ 3	0.2%	835	-3%
- CCOc1cc(/C=N/NC(=O)CCn2nnc3ccccc32)ccc1O
→ -5	-0.1%	719	-3%
- CCOC(=O)c1cc(C)sc1NC(=O)CSc1nnnn1C
→ -4	0.6%[50 µM]	823	3%
- Cc1cc(C(=O)NCc2csc(-c3ccccc3)n2)no1
→ -25	0.3%	667	-3%
- COc1cc2c(cc1OC)C(C)N(S(=O)(=O)c1cnc(Cl)c(Cl)c1)CC2 (stereo not given)
→ -26	-0.2%	668	0%
- COCCn1c(=O)[nH]c2cc(C(=O)Nc3cccc(C(C)=O)c3)ccc2c1=O
→ -6	-0.3%	750	7%
- CCN(C(=O)c1cc([N+](=O)[O-])ccc1NCc1cccnc1)c1ccccc1
→ -10	1.3%	811	12%
- O=C(N/N=C/c1ccco1)c1ccc(NC(=O)c2ccc(Cl)cc2)cc1
→ -4	0.3%	826	7%
- Cc1ccc(C2=NS(=O)(=O)N(C)C(C(=O)NCc3ccc(F)cc3)=C2)cc1
→ -35	0.4%	759	-8%
- CN(Cc1cccc(C(F)(F)F)c1)C(=O)C1CCC(=O)N(CC2CCCCC2)C1 (stereo not given)
→ -2	-0.3%	734	9%
- C(=N\N(c1ccccc1)c1ccccc1)/c1ccccn1
→ 9	0.9%	782	-5%
- CCN(CC)CCCNC(=O)c1ccc(CS(=O)(=O)c2ccccc2OC)o1
→ 1	-0.1%	847	-6%
- CCn1c(SCC(=O)N2CCN(c3ccccc3)CC2)nc2c([nH]c3ccccc32)c1=O
→ -11	0.1%	670	3%
- CCc1cccc(NS(=O)(=O)c2cccc3cccnc23)c1
→ -1	0.1%	788	0%
- COc1ccc(C(=O)NNS(=O)(=O)c2ccc(OC)cc2)cc1
→ -12	-0.4%	819	-1%
- O=C(NC1CCCCCC1)C1CCC(=O)N(Cc2ccccc2F)C1 (stereo not given)
→ 2	0.1%	891	-4%
- Cc1ccc(CCN2CC(C(=O)NCCN(C)C)CC2=O)cc1 (stereo not given)
→ 12	0.3%	419	-2%
- Cc1ccc(S(=O)(=O)N(CC(=O)NCC2CCCO2)Cc2ccc(F)cc2)cc1 (stereo not given)
→ -16	0.1%	705	-1%
- CCOc1ccc(S(=O)(=O)N2CCCC(C(=O)Nc3ccccc3)C2)cc1 (stereo not given)
→ 5	0.2%	748	-5%
- Cc1ccc(/C=C/C(=O)N2CCN(S(=O)(=O)c3cccs3)CC2)o1
→ 7	0.0%	660	1%
- Cc1ccc(OCC(=O)Nc2ccc(N3CCN(C(=O)c4ccco4)CC3)cc2)c(C)c1
→ 22	-1.4%	802	-3%
- CC(=O)C(Cc1ccccc1)(Cc1ccccc1)C(C)=O
→ 0	i	746	-1%
- COc1ccc2c(c1OC)c(=O)n1c3ccc(OC(C)C(=O)NCCCN4CCOCC4)cc3c3ccnc2c31 (stereo not given)
→ -4	1.2%	792	4%
- Cc1ccc(OCC(=O)NNC(=S)NC(=O)c2ccc(Br)o2)c(C)c1
→ -10	0.1%	801	-6%
- CCCCN(C)CCNC(=O)CN1C(=O)CSc2ccc(S(=O)(=O)N3CCCC3)cc21
→ 2	0.3%	772	10%

Some of the entries above, reformatted.
Molecule	Lipid droplet	K1F lysis inhibition	Lipid droplet cells 6.5 µM	Siah-1 displacement
CCOc1ccc(S(=O)(=O)N2CCCC(C(=O)Nc3ccccc3)C2)cc1 (stereo not given)	5	0.2%	748	-5%
Cc1ccc(/C=C/C(=O)N2CCN(S(=O)(=O)c3cccs3)CC2)o1	7	0.0%	660	1%

Additional compounds:
Results follow in this order: Lipid droplet	K1F lysis inhibition	Lipid droplet cells 6.5 µM	Siah-1 displacement
- COc1ccccc1CCNC(=O)C1CCC(=O)N(C2CCCCCC2)C1 (stereo not given)
→ 2	-0.3%	661	-1%
- COC(=O)c1ccc(NC(=O)CSc2nnc(C)n2CC2CCCO2)cc1 (stereo not given)
→ -4	0.3%	792	3%
- O=C(CSc1ccccc1)NCCc1ccc(F)cc1
→ -3	0.2%	766	-8%
- CCc1nn(C(CC)C(=O)NCc2cccc(OC)c2)c(=O)c2cc3occc3n12 (stereo not given)
→ -31	0.1%	742	4%
- O=[N+]([O-])c1ccc(N/N=C/c2ccccc2O)cc1
→ 0	-0.1%	848	-7%
- COCc1cc(C)nc2sc(C(=O)Nc3cccc(OC)c3)c(N)c12
→ -1	0.0%	807	13%
- Cc1ccccc1C(=O)N1CCC(C(=O)Nc2ccc(C(C)C)cc2)CC1
→ 6	1.4%[50 µM]	848	-1%
- CCOc1ccc(N(CC(=O)NCc2ccccc2Cl)S(=O)(=O)c2c(C)noc2C)cc1
→ 10	-0.1%	724	-1%
- COc1ccc(OC)c(CNC(=O)c2ccc(C)c(NC(=O)C3=C(C)OCCS3)c2)c1
→ 18	0.6%	704	1%

As a short view, part of the list above:
Results follow in this order: Lipid droplet	K1F lysis inhibition	Lipid droplet cells 6.5 µM	Siah-1 displacement
- Cc1ccc(CCN2CC(C(=O)NCCN(C)C)CC2=O)cc1 (stereo not given)
→ 12	0.3%	419	-2%
- Cc1ccc(S(=O)(=O)N(CC(=O)NCC2CCCO2)Cc2ccc(F)cc2)cc1 (stereo not given)
→ -16	0.1%	705	-1%
- CCOc1ccc(S(=O)(=O)N2CCCC(C(=O)Nc3ccccc3)C2)cc1 (stereo not given)
→ 5	0.2%	748	-5%
- Cc1ccc(/C=C/C(=O)N2CCN(S(=O)(=O)c3cccs3)CC2)o1
→ 7	0.0%	660	1%
- Cc1ccc(OCC(=O)Nc2ccc(N3CCN(C(=O)c4ccco4)CC3)cc2)c(C)c1
→ 22	-1.4%	802	-3%
- CC(=O)C(Cc1ccccc1)(Cc1ccccc1)C(C)=O
→ 0	i	746	-1%
- COc1ccc2c(c1OC)c(=O)n1c3ccc(OC(C)C(=O)NCCCN4CCOCC4)cc3c3ccnc2c31 (stereo not given)
→ -4	1.2%	792	4%
- Cc1ccc(OCC(=O)NNC(=S)NC(=O)c2ccc(Br)o2)c(C)c1
→ -10	0.1%	801	-6%
- CCCCN(C)CCNC(=O)CN1C(=O)CSc2ccc(S(=O)(=O)N3CCCC3)cc21
→ 2	0.3%	772	10%
- COc1ccccc1CCNC(=O)C1CCC(=O)N(C2CCCCCC2)C1 (stereo not given)
→ 2	-0.3%	661	-1%
- COC(=O)c1ccc(NC(=O)CSc2nnc(C)n2CC2CCCO2)cc1 (stereo not given)
→ -4	0.3%	792	3%
- O=C(CSc1ccccc1)NCCc1ccc(F)cc1
→ -3	0.2%	766	-8%
- CCc1nn(C(CC)C(=O)NCc2cccc(OC)c2)c(=O)c2cc3occc3n12 (stereo not given)
→ -31	0.1%	742	4%
- O=[N+]([O-])c1ccc(N/N=C/c2ccccc2O)cc1
→ 0	-0.1%	848	-7%
- COCc1cc(C)nc2sc(C(=O)Nc3cccc(OC)c3)c(N)c12
→ -1	0.0%	807	13%

A portion of the library, so the mix of outcomes need not match the whole.
